USP2a inh – blocks human ubiquitin-specific protease USP2a | Potency, µM (top dose mostly 38.3 µM), inactives show top-dose activity change, negative = inhibition, actives largely listed as inhibitors | AID 463254 | 0.01% of 330,000 active | USP2 core, Ub-CHOP2 coupled fluorogenic reporter, 485/531 | O75604;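 note: potency is the fitted concentration of half-maximal effect; plate controls were DMSO wells for no effect and full inhibition by NEM control for full effect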
Target sequence (O75604 whole entry, looked up): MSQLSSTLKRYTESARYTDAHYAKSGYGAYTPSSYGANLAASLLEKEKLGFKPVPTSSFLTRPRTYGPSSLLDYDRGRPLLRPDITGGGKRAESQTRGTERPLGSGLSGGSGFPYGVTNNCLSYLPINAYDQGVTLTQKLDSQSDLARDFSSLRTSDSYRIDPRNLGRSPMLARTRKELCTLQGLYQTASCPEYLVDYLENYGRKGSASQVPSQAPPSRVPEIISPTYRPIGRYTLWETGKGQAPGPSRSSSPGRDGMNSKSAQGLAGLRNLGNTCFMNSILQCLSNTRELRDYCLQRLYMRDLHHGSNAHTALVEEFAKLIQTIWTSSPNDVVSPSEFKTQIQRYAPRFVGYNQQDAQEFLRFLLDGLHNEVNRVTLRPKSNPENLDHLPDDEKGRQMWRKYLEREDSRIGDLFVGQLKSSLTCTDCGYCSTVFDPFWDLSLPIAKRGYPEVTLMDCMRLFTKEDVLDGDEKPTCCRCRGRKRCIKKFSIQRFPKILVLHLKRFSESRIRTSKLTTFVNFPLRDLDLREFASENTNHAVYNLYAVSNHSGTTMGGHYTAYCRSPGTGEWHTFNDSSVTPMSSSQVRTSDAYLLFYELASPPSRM
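Deubiquitinase activity read as fluorescence (485/531 nm) after Ub-CHOP2 cleavage activates the enterokinase reporter on its substrate; USP2 core 10nM, Ub-CHOP2 and substrate 25nM each, 30min compound preincubation then 60min RT; data normalized to NEM, curves fitted.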
KCNH2 WT inh – KCNH2 (human, wildtype) channel inhibition; 0.37% of 340,000 active; AID 720551; U2OS, BacMam KCNH2, thallium flux FluxOr; active compounds read low; activity change, % at 1.84 µM; Q12809;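 active = maximum activity change below -70%; inconclusive = maximum activity change between -70% and -50%; inactive = maximum activity change above -50%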; note: % is set by controls: 0 for no effect and ±100 for the full control effect
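U2OS cells transduced with wild-type KCNH2 virus are loaded with FluxOr dye for 45 min, and thallium flux is measured in kinetic reads before and after stimulation buffer. Rate constants are normalized to DMSO controls.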
GALK inhibitor – blocks human galactokinase activity | P51570 | Purified GALK, Kinase-Glo residual ATP luminescence | Potency, µM (highest dose often 57.5 µM), for the others: at the highest dose activity change, negative = inhibition, usual class: inhibitors | 0.007% of 270,000 active; note: potency is the fitted concentration of half-maximal effect; % is set by controls: 0 for no effect and ±100 for the full control effect
Target sequence (P51570 whole entry, looked up): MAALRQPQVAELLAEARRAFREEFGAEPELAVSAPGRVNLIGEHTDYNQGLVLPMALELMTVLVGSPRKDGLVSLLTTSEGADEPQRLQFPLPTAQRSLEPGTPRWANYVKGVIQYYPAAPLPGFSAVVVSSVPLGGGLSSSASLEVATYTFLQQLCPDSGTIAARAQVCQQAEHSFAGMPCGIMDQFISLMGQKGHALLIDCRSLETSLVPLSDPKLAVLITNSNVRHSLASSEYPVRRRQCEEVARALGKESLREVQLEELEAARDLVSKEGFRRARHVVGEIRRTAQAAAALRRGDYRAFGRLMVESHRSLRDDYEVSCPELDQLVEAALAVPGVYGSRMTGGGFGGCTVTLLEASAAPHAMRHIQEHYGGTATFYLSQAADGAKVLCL
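GALK at 5 nM final was combined with compound, 35 uM ATP and 100 uM galactose in HEPES pH8.0 with MgCl2 and DTT. The reaction ran one hour at room temperature before luminescent ATP detection.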
MBNL1-CUG inh – inhibitors of human MBNL1 binding to CUG repeat RNA. Q9NR56. TR-FRET MBNL1-His/biotin-(CUG)12 binding, 665/545 ratio. Potency, µM (doses to about 57.5 µM), without a hit: at the highest dose activity change, negative = inhibition, hits mostly inhibitors. 0.036% of 280,000 active. AID 2675; active = well fitted inhibition curve with a large enough effect in the signal ratio, with a control signal flat, not every such curve was filed as active; inconclusive = small, poorly fitted or top-dose-only effect, or effect the other way, or a change in a side signal; inactive = no such curve, though single readings can be large or run the other way; the % refers to the signal ratio; note: potency is the fitted concentration of half-maximal effect; % is set by controls: 0 for no effect and ±100 for the full control effect
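Ratiometric TR-FRET (665 over 545 nm, excitation 340 nm) tracks disruption of MBNL1-His/biotin-(CUG)12 complex after 60 min at room temperature, with compounds at 92 nM to 58 uM final.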
Mito fusion yeast – inhibitors of mitochondrial division or activators of mitochondrial fusion; AID 485298; 0.23% of 320,000 active; S. cerevisiae fusion-defective mutant growth rescue, CellTiterGlo 48 h; Potency, µM (doses to about 46.1 µM), for the others: at the highest dose growth rescue (activation), most hits filed as activators;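 note: potency is the fitted concentration of half-maximal effect; % of control where 0% means no effect; nearly all actives have a fitted effect of over 45% in size; temperature-sensitive fusion mutants such as fzo1-1 at 37 °C on non-fermentable ethanol glycerol medium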
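Read-out: ATP-based luminescence (CellTiterGlo, 10 min ambient) reporting growth of fusion-defective ts yeast after 48 hours at 37C on glycerol/ethanol YPEG medium in the presence of compound.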
Menin MLL FP TR – displaces Texas Red mutant MLL peptide from human menin. 0.23% of 270,000 active. Potency, µM (top dose mostly 61.6 µM), for the others: at the top dose FP activity change, negative = inhibition, usual class: inhibitors. AID 1768. O00255. Menin + Texas Red MLL mutant peptide, fluorescence polarization; active = well fitted inhibition curve with a large enough effect in the polarisation, with a control signal flat, not every such curve was filed as active; inconclusive = small, poorly fitted or top-dose-only effect, or effect the other way, or a change in a side signal; inactive = no such curve, though single readings can be large or run the other way; the % refers to the polarisation; note: potency is the fitted concentration of half-maximal effect; % of control where 0% means no effect; many of its hits are not listed in these tables
TSHR antag – antagonists of human thyroid stimulating hormone receptor; P16473; TSHR-expressing cells, TSH-stimulated cAMP HTRF, 2 h; active compounds read low; activity change, negative = inhibition, % at 11.5 µM; 0.2% of 330,000 active; AID 504810;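 active = activity change below a set negative limit, meaning inhibition stronger than a set level, cut at about -70% in these data; inconclusive = activity change between two set negative limits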; note: % is set by controls: 0 for no effect and ±100 for the full control effect
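TSHR-expressing cells, 200/well, pre-treated with compound, then stimulated with EC80 TSH (4nM final) for 2 hours at 37 deg C. cAMP measured by competitive HTRF: anti-cAMP cryptate antibody in lysis buffer plus cAMP-d2, read after 30 minutes at room temperature.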
BCR signal inh – blocks chronic active B-cell receptor signaling | ABC-DLBCL IkBa-CBG/CBR reporter, luminescence ratio, 4 h | 0.05% of 340,000 active | AID 493014 | Potency, µM (top dose mostly 46.1 µM), without a hit: at the top dose ratio change, negative = lower green/red ratio, actives largely listed as inhibitors; active = well fitted inhibition curve with a large enough effect in the signal ratio, with a control signal flat, not every such curve was filed as active; inconclusive = small, poorly fitted or top-dose-only effect, or effect the other way, or a change in a side signal; the % refers to the signal ratio;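 note: potency is the fitted concentration of half-maximal effect; plate controls were basal doxycycline-induced cells for no effect and cells given 10 µM MG132 for full effect; MG132 reads +100%, hits lower the ratio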
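Compounds up to 46 uM were incubated four hours with TMD8 cells whose green CBG68 luciferase is fused to IkappaBalpha; red CBR luminescence normalised the signal, and concentration-effect curves were fitted to fusion, red and ratio data.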
PKM2 act – PKM2 (human) enzyme activation; P14618; AID 1631; Potency, µM (titrated, usually from 57.5 µM), without a hit: at the highest dose activation, hits mostly activators; 0.34% of 260,000 active; purified PKM2, Kinase-Glo ATP luminescence, activation; response scale: 0% is enzyme alone, no compound; note: potency is the fitted concentration of half-maximal effect; % is set by controls: 0 for no effect and ±100 for the full control effect; nearly all actives have a fitted effect of over 55% in size
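Kinase-Glo luminescence reports ATP generated from ADP (0.1 mM) and PEP (0.5 mM) by purified hPK-M2 after 1 h at room temperature, pH 7.2 imidazole buffer; intermediate enzyme activity allows detecting inhibitors and activators.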
Eya2 phos inh – inhibitors of human Eya2 phosphatase activity | O00167 | 0.006% of 330,000 active | recombinant Eya2, OMFP fluorescence dephosphorylation (OMFP is methylfluorescein phosphate) | Potency, µM (highest dose often 76.9 µM), for inactives: top-dose activity, negative = inhibition, hits mostly inhibitors; note: potency is the fitted concentration of half-maximal effect; % is set by controls: 0 for no effect and ±100 for the full control effect
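Eya2 (0.2 uM) preincubated 10 min at ambient with compound, then OMFP substrate added at 50 uM; 10 min reaction in 50 mM HEPES pH 7.5, 50 mM NaCl, 5 uM MgCl2, 0.05% BSA, 1 mM DTT. Fluorescence read at Ex 485/Em 525 nm.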
S-ASM inh – human S-ASM enzyme inhibition. P17405. placental ASM, HMU-PC fluorogenic substrate, 60 min. Potency, µM (highest dose often 57.5 µM), for the others: top-dose activity change, negative = inhibition, usual class: inhibitors. 0.006% of 340,000 active. AID 504937; note: potency is the fitted concentration of half-maximal effect
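Human placenta-derived ASM enzyme was preincubated with compound for 10 minutes at room temperature, then given fluorogenic substrate HMU-PC0 (9 uM final) for 60 minutes at 37 °C; a pH 10 stop preceded fluorescence reading at Ex 386/Em 447 nm.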
* = called active by the depositor; ? = inconclusive; . = not tested or not shown; & = joins results of further samples; [ ] = another dose, or the depositor's remark. Unless noted, calls come from the whole dose curve; as a rule, active = well fitted curve in the direction sought with a large enough effect; inconclusive = small, poorly fitted or top-dose-only effect, or another doubt; inactive = no such curve, though single readings can be large; an effect the other way counts as inactive or inconclusive.

SMILES	USP2a inh	KCNH2 WT inh	GALK inhibitor	MBNL1-CUG inh	Mito fusion yeast	Menin MLL FP TR	TSHR antag	BCR signal inh	PKM2 act	Eya2 phos inh	S-ASM inh
CC(C)C(NC(=O)c1ccccc1)c1nnc(SCC(=O)NC2CCCC2)n1C (configuration not stated)	1%	-4	1%	-23%	16%	-12%	6	-7%	-8%	10%	11%
CCC(C)CCN1CCN=C1N(C)C (configuration not stated)	-1%	3	.	.	-13%	.	-3	0%	.	7%	-1%
O=C1CSC(=Nc2ccc(F)cc2)N1	-1%	7	-2%	-6%	13%	-11%	-4	-8%	.	10%	-1%
O=C(CSc1ccc(Br)cc1)Nc1ccccc1Oc1ccccc1	3%	-5	-5%	-2%	-14%	?	3	0%	1%	-17%	.
Cc1ccc(NC(=O)COC(=O)C(NS(=O)(=O)c2ccc(Cl)cc2)C(C)O)c(Br)c1 (configuration not stated)	3%	3	3%	.	-4%	10%	15	-5%	-3%	-10%	8%
CCOC(=O)c1c(NC(=O)c2ccccc2N(C)S(=O)(=O)c2ccccc2)sc2c1CCCC2	0%	1	-1%	?	4%	-3%	-16	?	3%	-4%	37%
CCOCCc1nn2c(=O)cc(CSCC(=O)Nc3ccc(OC)cc3)nc2s1	3%	-6	0%	-10%	-17%	.	3	?	.	4%	2%
CSc1ccc(/C=C(\C(=O)O)c2ccc(S(=O)(=O)N3CCCC3)s2)cc1	-1%	-8	.	.	1%	.	-11	12%	.	9%	27%
O=C(COC(=O)CNS(=O)(=O)c1ccc2ccccc2c1)Nc1ccccc1Sc1ccccc1	-7%	-1	0%	-8%	-22%	-6%	-4	-23%	20%	-18%	-10%
CC(=O)c1ccc(NC(=O)Nc2ccc3c(c2)N(C)C(=O)CS3)cc1	-1%	-2	1%	8%	-2%	?	-14	?	-5%	-1%	-27%
CCc1nn2c(=O)c(S(=O)(=O)Nc3ccccc3)c(C)nc2s1	1%	2	2%	-2%	3%	6%	-5	2%	.	-3%	3%
Cc1ccc(OCC(=O)Nc2ccccc2C(=O)NC2CC2)cc1C	2%	-6	-3%	4%	5%	.	-6	2%	-1%	-3%	-3%
O=C(COc1ccccc1)Nc1nnc(-c2ccccc2)o1	-1%	-10	-1%	7%	1%	0%	1	?	1%	8%	-4%
Cc1ccc(S(=O)(=O)c2nnn3c2nc(N2CCOCC2)c2ccccc23)cc1C	0%	-14	5%	-4%	-9%	.	-2	8%	.	11%	-7%
CCOC(=O)C1CCN(S(=O)(=O)c2ccc(Cl)cc2)CC1	2%	-2	3%	-8%	5%	-23%	3	-5%	.	-3%	0%
COc1ccc(C(=O)NNC(=O)c2ccc(F)c(S(=O)(=O)N3CCOCC3)c2)cc1	-6%	-4	.	.	.	.	0	0%	.	-15%	-1%
O=C(/C=C/c1ccc([N+](=O)[O-])cc1)NCCc1ccccc1	2%	.	-2%	?	0%	8%	-3	?	0%	6%	4%
Cn1c2[n+](c3ccc(Cl)cc3c1=O)Cc1ccccc1-2	5%	0	-2%	14%	10%	-12%	10	5%	-2%	12%	-3%
COC(=O)C1CCN(C(=O)COC(=O)CC(NC(C)=O)c2ccccc2)CC1 (configuration not stated)	0%	-14	1%	0%	2%	1%	5	?	5%	-6%	-2%
CC(C)CN(C(=O)CN1CCN(c2cccc(Cl)c2)CC1)c1c(N)n(CC(C)C)c(=O)[nH]c1=O	1%	-8	1%	-7%	7%	-8%	16	0%	-3%	-17%	16%
Cc1ccc(N(Cc2cc3ccccc3[nH]c2=O)S(C)(=O)=O)cc1	-2%	-6	4%	?	3%	26%	17	?	-2%	10%	-1%
CN(CC(=O)O)S(=O)(=O)c1ccc(F)cc1	4%	-2	1%	-8%	-2%	9%	3	?	3%	-7%	3%
Cc1c(NC(=S)NC(NC(=O)CC(C)C)C(Cl)(Cl)Cl)c(=O)n(-c2ccccc2)n1C (configuration not stated)	10%	4	1%	2%	-2%	?	13	-3%	7%	-14%	2%
Cc1ccc(C2C(=O)N(C3CCC(C)CC3)CC(=O)N2C2CC2)cc1 (configuration not stated)	2%	9	-1%	2%	2%	-1%	3	2%	-32%	-3%	-2%
O=C(CSc1nnnn1-c1ccc2c(c1)OCCO2)N1CCN(C(=O)c2ccco2)CC1	0%	6	-1%	-9%	2%	0%	1	-1%	0%	1%	3%
Cc1nc2ccc(NC3=NCCCCC3)cc2s1	3%	1	1%	2%	-4%	5%	-3	2%	-7%	3%[15.4 µM]	-2%
Cc1noc2ncnc(N3CCCCC3)c12	5%	-2	-1%	6%	-1%	-3%	1	3%	3%	?	1%
O=C(CCn1c(=O)oc2ccccc21)Nc1ccc2c(c1)OCCO2	4%	-7	-1%	-4%	11%	.	22	-1%	-1%	1%	2%
O=C(c1cccs1)n1nc(-c2cccnc2)nc1NCc1ccco1	-1%	5	-1%	-3%	-3%	-1%	-2	?	-5%	-2%	-8%
CC1(C)Oc2ccc(C(=O)N3CCc4ccccc43)cc2N(CC(=O)N2CCCC2)C1=O	2%	-8	2%	5%	0%	-4%	0	?	-4%	5%	0%
CCN(CC)S(=O)(=O)c1cccc(-c2nnc(SC(C)C#N)n2Cc2ccccc2)c1 (configuration not stated)	-1%	-12	1%	-8%	2%	?	-1	4%	-1%	2%	0%
COCc1nc(-c2ccc(-c3ccc(OC)cc3)nc2OC)no1	2%	-13	0%	33%[activator]	1%	8%	0	?	5%	3%	33%
N#C/C(=C/c1ccc(-c2ccc(S(N)(=O)=O)cc2)o1)c1nc2ccccc2s1	0%	-6	1%	-4%	6%	?	-19	-23%	-5%	-3%	-12%
COCCCN(Cc1ccco1)C(=O)CSc1nc2ncccc2[nH]1	3%	21	-1%	3%	2%	.	-7	8%	.	5%	4%
COCCOC(=O)c1nccnc1C(=O)Nc1ccc(S(=O)(=O)N2CCOCC2)cc1	1%	6	.	3%	-2%	.	10	?	-9%	18%	3%
COc1ccc(-c2cn(-c3ccccc3)c3[n+]2CCS3)cc1	-1%&6%	1&6	2%&0%	9%&8%	-1%&4%	-2%&3%	1&-1	-6%&1%	-8%&-3%	0%&-14%	-1%&3%
Cc1ccc(-n2c(C)cc(/C=N/NC(=O)c3ccc(CN4CCOCC4)cc3)c2C)cc1	0%	23	-2%	5%	-1%	-4%	1	?	-5%	-25%	-1%
CN1C(=O)Cc2cc(S(=O)(=O)NCCc3ccc(Cl)cc3)ccc21	0%	-7	0%	1%	-2%	13%	-3	14%	.	3%	-3%
CC1Cc2ccccc2N1C1=CC(=O)CCC1 (configuration not stated)	-3%	1	-2%	11%	-4%	4%	-1	4%	1%	16%	0%
O=C(CN1C(=O)c2ccccc2C1=O)N1CCN(c2ccccc2)CC1	1%	10	0%	?	-2%	34%[activator]	10	4%	13%	-6%	0%
C(=N\n1cnnc1)/c1ccc(N2CCOCC2)s1	1%	-12	-1%	?	-1%	0%	8	?	-1%	-2%	114%[activator]
Cc1ccccc1CNC(=O)C1CCC(=O)N(CC2CCCCC2)C1 (configuration not stated)	0%	3	-1%	-3%	1%	.	-1	2%	3%	0%	1%
CCOC(=O)CSc1ccccn1	4%	.	-1%	0%	3%	7%	-5	0%	0%	-1%	1%
CCC(C)c1ccccc1NC(=O)Cc1coc2cc3c(cc12)CCC3 (configuration not stated)	5%	23	-2%	-8%	2%	-8%	-11	-1%	1%	-13%	-7%
COc1ccc(CCN(Cc2cc3ccc(C)cc3[nH]c2=O)C(C)=O)cc1OC	6%	8	1%	-6%	-4%	.	-4	-15%	5%	14%	2%

The list is partial. The share of hits here may be higher or lower than overall.
